Compound activity: PubChem BioAssay, several laboratories
hERG protect – hERG (human) protection from proarrhythmic block | 310,000 compounds, 0.51% hits | CHO-hERG, FluxOR thallium flux, dofetilide IC70 present | activation (rescue from dofetilide block), less the hit threshold, % at 10 µM | AID 1511;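 active = activation above the mean of controls blocked by dofetilide plus 5 SD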;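 note: thallium influx through hERG after potassium depolarization seen as dye fluorescence rise; in these data hits start at about 4.7%; inactives centre near -7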
TMEM16A act – mouse TMEM16A channel activation, primary screen; Q8BHY3; HEK293 TMEM16A/YFP-H148Q/I152L, iodide quench fluorescence; active compounds read low; B-score at 10 µM; 340,000 compounds, 0.3% hits; AID 623877;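 active = fluorescence-ratio B-score plate-corrected deviation score at least 3 library SD below zero, with starting fluorescence score within 5 deviations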;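 note: channel opened by trigger with iodide after compound preincubation; score built on the fluorescence ratio of max minus min over baseline; more negative score means more quench and so TMEM16A activation or potentiation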
Target sequence (Q8BHY3 whole entry, looked up): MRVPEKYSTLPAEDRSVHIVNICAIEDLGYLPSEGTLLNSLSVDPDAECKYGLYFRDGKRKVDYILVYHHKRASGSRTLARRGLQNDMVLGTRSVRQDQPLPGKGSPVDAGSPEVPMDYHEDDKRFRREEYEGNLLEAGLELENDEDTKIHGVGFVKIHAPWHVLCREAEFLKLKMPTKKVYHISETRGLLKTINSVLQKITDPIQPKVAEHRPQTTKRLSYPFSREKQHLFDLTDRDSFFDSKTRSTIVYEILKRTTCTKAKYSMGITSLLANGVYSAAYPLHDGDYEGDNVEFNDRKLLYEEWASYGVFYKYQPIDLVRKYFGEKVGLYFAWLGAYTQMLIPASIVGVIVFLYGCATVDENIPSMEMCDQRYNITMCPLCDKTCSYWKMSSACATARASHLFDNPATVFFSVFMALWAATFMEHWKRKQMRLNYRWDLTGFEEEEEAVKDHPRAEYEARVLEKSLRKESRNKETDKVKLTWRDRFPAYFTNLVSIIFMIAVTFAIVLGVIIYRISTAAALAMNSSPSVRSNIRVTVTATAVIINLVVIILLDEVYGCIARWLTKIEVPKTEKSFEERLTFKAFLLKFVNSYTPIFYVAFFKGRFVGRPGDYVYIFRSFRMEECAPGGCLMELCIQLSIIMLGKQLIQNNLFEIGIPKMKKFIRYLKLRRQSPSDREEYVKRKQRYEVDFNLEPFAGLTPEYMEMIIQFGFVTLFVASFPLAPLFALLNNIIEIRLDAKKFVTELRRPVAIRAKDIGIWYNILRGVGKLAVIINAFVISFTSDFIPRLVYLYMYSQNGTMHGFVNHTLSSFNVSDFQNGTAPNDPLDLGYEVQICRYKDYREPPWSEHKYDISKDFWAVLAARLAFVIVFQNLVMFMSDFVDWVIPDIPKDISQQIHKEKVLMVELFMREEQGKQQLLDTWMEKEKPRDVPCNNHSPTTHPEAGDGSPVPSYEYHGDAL
ANO1 block – blocks the mouse calcium-activated chloride channel TMEM16A | Q8BHY3 | HEK293 TMEM16A/YFP iodide influx fluorescence, ionomycin | normalized B-score (activity score, 25-100; higher = stronger inhibition) at 10 µM | 310,000 compounds, 1.2% hits;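 active = ratio plate-corrected score three or more library SD toward inhibition, starting fluorescence score within five deviations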;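 note: score derived from kinetic fluorescence span divided by baseline fluorescence per well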
RGS4 act – potentiators or activators of RGS4; B-score at 10 µM; HEK293 M3R/inducible RGS4, carbachol calcium flux Fluo4; active compounds read low; 310,000 compounds, 0.92% hits;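 active = B-score of the integrated calcium signal more than 4 SD below the library mean, with starting fluorescence not abnormally high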;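 note: negative B-score means reduced calcium response which marks RGS4 activation or potentiation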
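Material: Inducible-RGS4 HEK293 cells carrying M3 receptor; also added: carbachol at ECmax as muscarinic agonist stimulus; incubation: compound preincubation 20 min at room temperature before agonist; signal: Fluo4-AM (2 µM) calcium-flux fluorescence, kinetic read; measure: integrated calcium ratio converted to B score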
KCNQ1 act – human KCNQ1 channel potentiation or activation | B-score at 10 µM | 310,000 compounds, 0.35% hits | CHO-K1 KCNQ1, thallium flux FluxOR fluorescence; active compounds read high | P51787;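 active = fluorescence ratio B-score, a plate-corrected score, at least three library SD, with initial intensity B-score within 5 SD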
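Assay system: stable KCNQ1 CHO-K1 line; medium: assay buffer, equal DMSO in all wells; timing: 90 min dye loading and 20 min compound exposure, both at room temperature; technique: kinetic FluxOR thallium fluorescence, 10-s 1-Hz baseline, 110-s post-stimulus read; read-out basis: B score of baseline-normalized fluorescence ratio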
KCNK9 inh – blocks the human KCNK9 two-pore domain potassium channel; 310,000 compounds, 1.2% hits; AID 488922; HEK293 KCNK9, FluxOR thallium flux fluorescence; active compounds read low; B-score at 10 µM;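 active = ratio B-score over 3 SD below the library mean, with starting fluorescence within 5 SD of its mean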;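 note: negative B-score means less thallium flux so channel inhibition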
RGS4 block – human RGS4 inhibition | P49798 | HEK293 M3R/RGS4 inducible, Fluo-4 calcium flux; active compounds read high; triggered by carbachol at its EC20 | B-score at 10 µM | 310,000 compounds, 0.45% hits | AID 463165;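 active = B-score, a plate-corrected calcium signal, over three deviations above library mean, with baseline fluorescence within five deviations of library mean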;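 note: RGS4 expression induced by doxycycline in cells with stable M3 receptor; B-score is computed from the integrated fluorescence ratio over baseline after carbachol; higher B-score means a larger calcium signal and so more RGS4 inhibition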
KCNQ1 block – inhibitors of human KCNQ1 potassium channel. P51787. CHO-K1 KCNQ1, FluxOR thallium flux fluorescence; active compounds read high. B-score at 10 µM. 310,000 compounds, 1.3% hits. AID 2642;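 active = compounds whose thallium flux B-score, printed positive for inhibition, exceeds three library SD while starting fluorescence stays within three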;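 note: channel opened by potassium depolarization with thallium stimulus after 20 min compound exposure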
KCNK3 inh – human KCNK3 channel inhibition, primary screen | B-score at 10 µM | CHO-KCNK3 thallium flux, FluxOR fluorescence; active compounds read low | AID 602410 | 340,000 compounds, 0.84% hits | O14649;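 active = B-score under library mean minus 4 SD, starting fluorescence ratio at most library mean plus 5 SD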;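 note: more negative B-score means stronger inhibition of thallium flux through KCNK3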
SKKanGAS inh – SKKanGAS growth inhibition; S. pyogenes SKKanGAS, kanamycin growth, BacTiter-Glo, 6 h; 300,000 compounds, 1.3% hits; inhibition, % at 7.5 µM; AID 1662;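 active = mean replicate score, as percent of positive control median, at least 50; inconclusive = mean below 50 but one replicate at or above 50; inactive = mean and every replicate below 50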;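 note: strain carries kanamycin resistance gene driven by streptokinase promoter and grows in 40 µg/ml kanamycin; loss of luminescence reflects streptokinase promoter inhibition or plain growth inhibition; 0% = median of DMSO wells and 100% = positive control at its reference dose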
HDAC3 inh – blocks human histone deacetylase 3; 320,000 compounds, 0.15% hits; recombinant HDAC3, fluorogenic peptide/trypsin coupled, fluorescence; O15379; inhibition, % at 8.3 µM; AID 2718; in the data active = inhibition above about 26%, passing the limit was not always enough; inconclusive = no clear call, values can overlap the other calls
* marks the source's active call; other numbers are inactive results; i = inactive; ? = inconclusive; nt = no result given.

SMILES	hERG protect	TMEM16A act	ANO1 block	RGS4 act	KCNQ1 act	KCNK9 inh	RGS4 block	KCNQ1 block	KCNK3 inh	SKKanGAS inh	HDAC3 inh
COC(=O)c1ccc(CSc2nc3ccccc3c(=O)n2-c2ccccc2)o1	-6	i	i	i	i	i	i	i	i	7	2
Cc1cccc(/C=N/NC(=O)c2cc(-c3cccnc3)nc3ccccc23)c1	-14	i	i	i	i	i	i	i	i	-3	-11
COc1ccc(CCNC(=O)CSc2nnc3ccc(-c4cccnc4)nn23)cc1OC	-5	i	i	i	i	i	i	i	i	-8	0
CCc1ccc(NC(=O)CN2CCc3ccccc3C2)cc1	-12	i	i	i	i	i	i	i	i	7	6
CCC(=O)NC(=S)Nc1ccc(NC(=O)COc2ccc(Cl)cc2Cl)cc1	-9	i	i	i	i	i	i	i	i	12	-3
COc1ccccc1N(Cc1ccccc1)S(=O)(=O)c1cccc(C(=O)Nc2ccc(C(C)=O)cc2)c1	-10	i	i	i	i	i	i	i	i	20	-1
Cc1noc(C)c1COC(=O)C1CCN(S(=O)(=O)c2c(Cl)cccc2Cl)CC1	-11	i	i	i	i	i	i	i	-9*	0	4
COc1ccc(Br)cc1/C=N/N1C(=O)CSC1=S	-5	i	i	i	i	i	i	i	i	8	3
CCCCCCCCCCOC(=O)C[N+](C)(C)CC1CCCCC1O (stereo not given)	-13	i	i	i	i	i	i	i	i	9	1
CCCc1nc(SCC(=O)Nc2ccccc2)c2c(=O)n(C)c(=O)n(C)c2n1	-6	i	i	i	i	i	i	i	i	-4	4
COc1ccc(CNC(=O)C(C)OC(=O)CO/N=C(\C)c2ccc3c(c2)OCO3)cc1 (stereo not given)	-14	i	i	i	i	i	i	i	i	-23	10
COc1ccccc1-c1nc2n(n1)C(c1ccc(Cl)cc1)C(C(N)=O)=C(C)N2 (stereo not given)	-14	i	i	i	i	i	i	i	i	-13	-5
Cc1ccc(NC(=O)C(=O)NN=C2CCCC2)cc1C	-6	i	i	i	i	i	i	i	i	-3	-1
CS(=O)(=O)CCC(C(=O)N1CCOCC1)N1C(=O)c2cc(Cl)c(Cl)cc2C1=O (stereo not given)	-7	i	i	i	i	i	i	i	i	-8	-2
CCCc1cc(N2CCCC(C(=O)Nc3c(OC)cccc3OC)C2)n2ncnc2n1 (stereo not given)	-9	i	i	i	i	i	i	i	i	-7	-4
CCCCC(=O)Nc1cccc(NC(=O)CC)c1	-4	i	i	i	i	i	i	i	i	7	8
N#CCC(=O)N1CCN(C=O)CC1	3	i	i	i	i	i	i	i	i	0	0
COc1ccc(CCN2CC(C(=O)NCc3nc(C)c(C)s3)CCC2=O)cc1 (stereo not given)	-8	i	i	i	i	i	i	i	i	-1	-2
O=C(NN(CC(O)COc1ccccc1)CC(O)COc1ccccc1)c1ccccc1 (stereo not given)	-13	i	i	i	i	i	i	i	i	-3	-6
Cc1ccc(NC(=O)CSc2ncnc3ccccc23)cc1S(=O)(=O)N1CCCCC1	-14	i	25*	i	i	i	i	i	i	15	9
O=C(O)c1ccccc1-c1ccccc1C(=O)NCc1ccccc1F	0	i	i	i	i	i	i	i	i	0	7
COc1ccc(/C=C/C(=O)NNc2c(F)c(F)cc(F)c2F)cc1OC	-1	i	i	i	i	i	i	i	i	5	-3
CCCCN(C(=O)c1cc(CC)c(C)s1)c1c(N)n(CC(C)C)c(=O)[nH]c1=O	-6	i	i	i	i	i	i	i	i	-3	3
COc1cccc(C(c2sc3nc(C)nn3c2O)N2CCc3ccccc3C2)c1 (stereo not given)	-12	i	i	i	i	i	i	i	i	-2	nt
COC(=O)c1cc(S(=O)(=O)NCc2cccc(OC)c2)cn1C	-7	i	i	i	i	i	i	i	i	-3	-6
O=c1n(-c2ccccc2)c(=O)n2n1CCCC2	-6	i	i	i	i	i	i	i	i	4	1
N/N=C1\CCCc2c1[nH]c1ccc([N+](=O)[O-])cc21	-7	i	i	i	i	i	i	i	i	41	-3
c1ccc2c(CSc3ncnc4nc[nH]c34)cccc2c1	-12	i	i	i	i	i	i	i	i	2	nt
CCCCN1C(=O)C(=O)NC[C@@H]1C(C)CC (stereo not given in full)	-6	i	i	i	i	i	i	i	i	2	-1
O=C(NCc1ccco1)C1CCN(c2ccc(N3CCOCC3)nn2)CC1	-1	i	i	i	i	i	i	i	i	6	-12

2 records drawn at random from the list so far:
SMILES	hERG protect	TMEM16A act	ANO1 block	RGS4 act	KCNQ1 act	KCNK9 inh	RGS4 block	KCNQ1 block	KCNK3 inh	SKKanGAS inh	HDAC3 inh
Cc1ccc(NC(=O)CSc2ncnc3ccccc23)cc1S(=O)(=O)N1CCCCC1	-14	i	25*	i	i	i	i	i	i	15	9
COc1cccc(C(c2sc3nc(C)nn3c2O)N2CCc3ccccc3C2)c1 (stereo not given)	-12	i	i	i	i	i	i	i	i	-2	nt

Next section.
SMILES	hERG protect	TMEM16A act	ANO1 block	RGS4 act	KCNQ1 act	KCNK9 inh	RGS4 block	KCNQ1 block	KCNK3 inh	SKKanGAS inh	HDAC3 inh
CS(=O)(=O)c1ccc(-c2cccc(NC(=O)COc3ccc(Cl)cc3)c2)nn1	-6	i	i	i	i	i	i	i	i	0	3
CC1(C)CC(=O)C(C=NCCN2CCN(C(=O)CC3CCCC3)CC2)=C(O)C1	-7	i	nt	i	i	i	i	i	i	-6	nt
Cc1ccc(S(=O)(=O)N2CCN(C(=O)N3CCOCC3)CC2)c(C)c1	-8	i	i	i	i	i	i	i	i	3	8
O=C1NC(NS(=O)(=O)c2ccc(Cl)cc2)(C(F)(F)F)C(=O)N1c1ccccc1 (stereo not given)	-8	i	i	i	i	i	i	i	i	17	0
Cn1c(=N)n(CC(O)c2cccs2)c2ccccc21 (stereo not given)	-7	i	i	i	i	i	i	i	i	-1	6
C[C@@H]1CC=C[C@H]2[C@H]1C(=O)N(Cc1ccccc1)[C@H]2c1cccc([N+](=O)[O-])c1	-20	i	i	i	i	i	i	i	i	11	4
COc1ccc(CCNc2oc(-c3ccc(C)cc3)nc2C#N)cc1OC	-7	i	i	i	i	i	i	i	i	-2	-10
CN(CC(=O)NCc1cccs1)S(=O)(=O)c1cccc2cccnc12	-4	i	i	i	i	i	i	i	i	2	0
CC(=O)Nc1cc(Cl)c(N=Cc2ccc(O)cc2O)cc1Cl	-9	i	i	i	i	i	8.1*	i	i	-9	1
C#Cc1cccc(NC(=O)c2ccc(Cl)cc2Cl)c1	-8	i	i	i	i	i	i	i	i	-3	5
COc1ccc(N2C(=O)C(CC(=O)Nc3ccc(Cl)cc3)N(NC(=O)c3cccc(F)c3)C2=S)cc1 (stereo not given)	-8	i	i	i	i	i	i	i	i	11	-1
CCOC(=O)C1=C(C)OC(N)=C(C#N)C1C1CCCCC1 (stereo not given)	-3	i	i	i	i	i	i	i	i	0	9
N#Cc1ccccc1NC(=O)Nc1cccc(Cl)c1	-10	i	i	i	i	i	i	i	i	-2	0
COc1ccc(CNCCc2ccccc2)cc1OCC(N)=O	-6	i	i	i	i	i	i	i	i	-7	4
COc1ccc(C2C(C(=O)c3cccs3)=C(O)C(=O)N2CCN2CCOCC2)c(OC)c1 (stereo not given)	-1	i	i	i	i	i	i	i	i	-3	-1
O=C(CNC(=O)c1ccccc1F)OCC(=O)N1CCCCC1	-4	i	i	i	i	i	i	i	i	-7	-6
Cc1cc(/C=N/NC(=O)c2ccccc2F)c(C)n1-c1ccccc1	-4	i	i	i	i	i	i	i	i	1	0
CC(=O)Nc1ccc2c(c1)C(=O)N(c1ccc(C)cc1)C2=O	-1	i	i	i	i	i	i	i	i	6	3
CN(C)c1nc(NCc2ccccc2)nc(SCC(=O)Nc2ccccc2Cl)n1	-3	i	i	i	i	i	i	i	i	0	11
COc1ccc(C(=O)COC(=O)CNS(=O)(=O)c2ccc(C)cc2)cc1	-5	i	i	i	i	i	i	i	i	9	4
CC(NC(=O)Nc1cccc([N+](=O)[O-])c1)(C(F)(F)F)C(F)(F)F	-22	i	100*	i	i	i	i	12*	i	-10	13
CCOC(=O)c1sc(NC(=O)c2ccc(S(=O)(=O)N3CCOCC3)cc2)cc1C	-11	i	i	i	i	i	i	i	i	-8	?
COc1ccc(S(=O)(=O)N(CC(=O)NCC2CCCO2)Cc2ccccc2)cc1C (stereo not given)	-3	i	i	i	i	i	i	i	i	-3	1
CSc1sc(-c2nnc(SCC(=O)Nc3ccccc3)n2C)c2c1C=CCC2	-3	i	i	i	i	i	i	i	i	5	0
Cc1ccc(NC(=S)NCCSc2ccc(Cl)cc2)cc1	-3	i	i	i	i	i	i	i	i	8	-5
O=C(NCc1cccs1)c1cccnc1SCCS(=O)(=O)c1ccc(C(F)(F)F)cn1	-6	i	i	i	i	i	i	i	i	10	3
COc1c(C(=O)Nc2ccc3[nH]c(=O)[nH]c3c2)cc2ccccc2c1Br	-9	i	i	i	i	i	i	i	i	-9	-10
CCCc1nnc(NC(=O)c2cn(CC)c3cc(N4CCN(C)CC4)c(F)cc3c2=O)s1	-4	i	i	i	i	i	i	i	i	5	-7
O=C1NCC(c2ccccc2)C1C(=O)N/N=C/c1ccc(Cl)s1 (stereo not given)	-4	i	i	i	i	i	i	i	i	-20	6
COC(=O)C(Cc1ccccc1)NC(=O)CNC(=O)c1ccc(Br)cc1 (stereo not given)	-5	i	i	i	i	-7.1*	i	i	i	-7	5
CSc1nnc(-c2sc3cc(Cl)ccc3c2Cl)n1C	-13	i	i	i	i	i	i	i	i	-5	-1
CCOC(=O)CC12CN3CN(C1)CC(CC(=O)OCC)(C3)C2=O	1	i	i	i	i	i	i	i	i	1	-2
Cc1ccc(/C=C2\SC(=S)N(C3CCS(=O)(=O)C3)C2=O)cc1 (stereo not given)	-9	i	i	i	i	i	i	i	i	-1	-6
Cc1csc(SC(C)C(=O)Nc2ccc(S(=O)(=O)N3CCCC3)cc2)n1 (stereo not given)	-17	i	i	i	i	i	i	i	i	-2	5
Cc1ccc(S(=O)(=O)NC(CC(C)C)C(=O)N2CCOCCOCCOCCOCC2)cc1 (stereo not given)	-12	i	i	i	i	i	i	i	i	1	-5
COc1ccc(CC(=O)NC2CC(C)(C)NC(C)(C)C2)cc1	-16	i	i	i	i	i	i	i	i	5	0
COc1cccc(NC(=O)NC2(C(=O)N3CCN(C)CC3)CCCCC2)c1	-3	i	i	i	i	i	i	i	i	5	-1
